Bcl-2 Bim block = inhibitors of Bim-Bcl-2 interaction, human; AID 950; P10415; hit rate 0.06% among 190,000; inhibition, % at 10 µM; Bead-based flow cytometry, Bim peptide-Bcl-2 binding; in the data active = inhibition above about 40%;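 note: 0% = no compound wells with probe peptide and 100% = reference peptide inhibitor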
Target sequence (P10415 whole entry, looked up): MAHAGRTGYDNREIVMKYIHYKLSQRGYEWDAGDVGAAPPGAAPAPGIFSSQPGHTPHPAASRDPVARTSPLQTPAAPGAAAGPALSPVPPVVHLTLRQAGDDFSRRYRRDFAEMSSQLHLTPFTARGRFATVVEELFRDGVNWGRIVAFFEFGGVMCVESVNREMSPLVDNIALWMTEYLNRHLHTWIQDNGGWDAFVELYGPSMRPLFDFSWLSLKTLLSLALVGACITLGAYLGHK
RGS8-Gao reg = modulates binding of RGS8 to human Galphao; multiplexed bead flow cytometry; actives lie on both sides; response (percent of control binding), % at 10 µM; hit rate 0.34% among 220,000; AID 1423; in the data active = response below about 60% or above about 140%; inactive = in between;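 note: Galphao activated as the GDP aluminium fluoride complex binding bead-coupled RGS8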
Target sequence (P09471 whole entry, looked up): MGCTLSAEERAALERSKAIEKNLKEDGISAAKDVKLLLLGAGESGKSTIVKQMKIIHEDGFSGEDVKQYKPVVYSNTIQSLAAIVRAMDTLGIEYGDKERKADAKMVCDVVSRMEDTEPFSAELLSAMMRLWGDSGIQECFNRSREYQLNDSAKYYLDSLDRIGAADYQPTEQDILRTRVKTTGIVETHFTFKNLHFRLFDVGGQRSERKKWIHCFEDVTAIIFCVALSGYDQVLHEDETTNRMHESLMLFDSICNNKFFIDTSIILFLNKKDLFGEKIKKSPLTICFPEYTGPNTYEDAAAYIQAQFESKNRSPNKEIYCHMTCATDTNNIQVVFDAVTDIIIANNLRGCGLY
Mcl1-Bid inh = Mcl-1/Bid interaction inhibition; inhibition, % at 21.7 µM; TR-FRET Mcl-1/Bid-Dy647 peptide binding, 1536-well; AID 1021; Q07820; hit rate 0.97% among 220,000;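 active = compounds that cut the binding signal by more than half at the single screening dose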;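 note: His-tagged Mcl-1 with europium anti-His antibody binding Bid BH3 peptide; 0% = Mcl-1 plus peptide wells and 100% = peptide-only wells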
Bcl-W Bim block = human Bim-Bcl-W interaction inhibition. hit rate 0.02% among 190,000. bead-based flow cytometry, Bim peptide-Bcl-W binding. inhibition, % at 10 µM;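 note: 0% = bound tracer without compound and 100% = peptide blocker; higher means less fluorescent Bim peptide bound to Bcl-W beads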
Target sequence (Q92843 whole entry, looked up): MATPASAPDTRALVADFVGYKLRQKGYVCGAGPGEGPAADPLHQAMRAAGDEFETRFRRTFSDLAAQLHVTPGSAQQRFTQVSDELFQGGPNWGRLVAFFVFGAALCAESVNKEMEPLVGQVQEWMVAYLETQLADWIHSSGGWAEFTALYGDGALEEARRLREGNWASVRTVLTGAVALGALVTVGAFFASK
GSH fluor = GSH bead compound fluorescence profile. fluorescence (KMESF) at 10 µM. GSH beads flow cytometry, compound fluorescence 488/530 nm; stronger effect = higher value. AID 1776. hit rate 0.25% among 190,000; in the data active = fluorescence above about 89;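 note: glutathione beads carrying GST-tagged Bcl family fusion proteins plus one bare bead set; values are compound well signal with DMSO vehicle wells as background; inactives centre near 16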
Bim-Bcl-XL = human Bim-Bcl-XL interaction inhibition. Bim peptide-Bcl-XL binding, bead flow cytometry, fluorescence. inhibition, % at 10 µM. hit rate 0.04% among 190,000. AID 1007
Target sequence (Q07817 whole entry, looked up): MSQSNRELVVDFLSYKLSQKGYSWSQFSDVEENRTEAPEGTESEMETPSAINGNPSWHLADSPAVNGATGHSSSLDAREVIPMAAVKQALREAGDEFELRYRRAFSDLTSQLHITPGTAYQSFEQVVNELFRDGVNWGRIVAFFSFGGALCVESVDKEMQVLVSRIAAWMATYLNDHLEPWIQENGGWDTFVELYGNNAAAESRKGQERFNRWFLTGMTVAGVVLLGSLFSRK
RGS4-Gao reg = modulates binding of RGS4 to human Galphao | binding response (% of control), % at 10 µM | P09471 | Multiplexed bead flow cytometry; actives lie on both sides | hit rate 0.33% among 220,000; in the data active = binding response below about 49% or above about 150%; inactive = in between;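 note: fluorescent Galphao activated with aluminum fluoride binding bead-coupled RGS4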
Mcl-1 Bim block = human Bim-Mcl-1 interaction inhibition; Q07820; Bead-based flow cytometry, Bim peptide-Mcl-1 binding; inhibition, % at 10 µM; hit rate 0.1% among 190,000;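 note: 0% = no compound tracer wells and 100% = peptide blocker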
Bfl-1 Bim block = human Bim-Bfl-1 interaction inhibition; Bead-based flow cytometry, Bim-Bfl-1 binding inhibition; hit rate 0.12% among 190,000; Q16548; inhibition, % at 10 µM;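 note: 0% = wells without compound plus tracer and 100% = blocker peptide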
RGS7-Gao = regulators of human RGS7-Galphao interaction; Multiplexed bead flow cytometry, RGS7-Galphao binding; actives lie on both sides; AID 1439; hit rate 0.35% among 220,000; binding response (% of control), % at 10 µM; in the data active = binding response below about 49% or above about 150%;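 note: fluorescent Galphao held in activated GDP-AlF4 state binding bead-coupled RGS7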
Bim-Bcl-B = disrupts Bim peptide binding to human Bcl-B | bead-based flow cytometry | inhibition, % at 10 µM | hit rate 0.073% among 190,000 | AID 951;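 note: 0% = tracer peptide without compound and 100% = reference inhibitor peptide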
Numbers without * were called inactive. Cut-off read from the data, not from the text of the source, unless noted: active = inhibition above about 40%.

cpd	mol	RGS8-Gao reg	Bcl-2 Bim block	GSH fluor	RGS4-Gao reg	Mcl1-Bid inh	RGS7-Gao
1	COc1ccc(N=C2NC(=O)S/C2=C\c2ccc(N(C)C)cc2)cc1	102	2	10	101	-32	102
2	CCOC(=O)C(NS(=O)(=O)c1ccccc1)(C(F)(F)F)P(=O)(OCC(C)C)OCC(C)C (stereo not drawn)	97	-4	36	92	-8	90
3	CCOc1cc(C2CC(=O)NC(SCC)=C2C#N)ccc1O (stereo not drawn)	106	-11	22	108	-12	108
4	Cc1cc(S(=O)(=O)NCCN2CCOCC2)c(C)s1	100	-8	12	99	8	99
5	COc1ccc(CCN(C)C(=O)C2CCN(Cc3ccc(C)cc3)CC2)cc1OC	102	-2	18	101	17	99
6	COc1ccc(S(=O)(=O)N2C3CCC2CC(NC(=O)C2CC2)C3)cc1 (stereo not drawn)	97	-3	13	109	-16	105
7	Cc1ccc(S(=O)(=O)n2c([N+](=O)[O-])cnc2C)cc1C	99	-2	26	98	10	98
8	CC(C)(C)NCCOc1ccc2ccccc2c1	101	-1	14	101	-6	101
9	O=C(NCCN1CCCCC1)/C(=N\O)c1ccccc1	100	-12	24	98	-11	97
10	CC(NC(=O)c1ccc(Cn2cc([N+](=O)[O-])cn2)o1)c1ccccc1 (stereo not drawn)	100	-1	12	103	-4	100
11	Cc1nc(CS(=O)(=O)c2ccccc2)cc(Sc2ccc(Cl)cc2Cl)n1	98	-4	43	98	12	99
12	COCCNC(=O)C(c1ccc(F)cc1)N(C(=O)CCC(=O)Nc1nccs1)c1ccc(C)cc1 (stereo not drawn)	100	-3	11	96	-14	101

cpd	Bim-Bcl-XL	Bfl-1 Bim block	Bcl-W Bim block	Bim-Bcl-B	Mcl-1 Bim block
1	4	5	2	-6	-2
2	1	-7	0	-6	0
3	-5	-5	1	-11	3
4	-2	-10	2	-6	0
5	-2	-2	0	0	0
6	-1	-2	-1	-1	0
7	0	-2	0	-1	-1
8	0	-3	0	1	2
9	-8	-19	-1	-5	-3
10	0	1	-1	2	3
11	-1	-9	2	-7	0
12	-2	-4	-3	-3	-4

Later entries.
cpd	mol	RGS8-Gao reg	Bcl-2 Bim block	GSH fluor	RGS4-Gao reg	Mcl1-Bid inh	RGS7-Gao
13	CSc1nc(NC(C)=O)nc(C)c1Br	88	0	10	88	-12	92
14	CCn1c(=N)n(CC(=O)c2ccc(OC)cc2)c2ccccc21	99	-5	14	103	4	95
15	O=C(Nc1ccnc(-c2cccnc2)n1)c1ccc(F)cc1	101	0	23	101	-10	97
16	CC(C)(C)[C@H]1C=C(C(=O)N2CCN(Cc3ccc4c(c3)OCO4)CC2)O[C@@H](OCCCCO)C1	100	-1	20	101	-9	101
17	Cc1nc(CSc2nc3[nH]ncc3c(=O)n2-c2ccccc2)cs1	104	-1	43	112	84*	100
18	Cc1ccc(NC(=O)CN(C)C(=O)CCC(=O)c2cccs2)cc1	105	-3	11	98	-25	95
19	CCOC(=O)c1[nH]c(C)c(C(=O)N(C)Cc2ccccc2)c1C	100	-11	11	100	-13	98
20	O=c1c2c([N+](=O)[O-])cc([N+](=O)[O-])cc2sn1-c1ccc(Br)cc1	90	8	3	96	31	107
21	CC(C)(C)c1ccc(C(=O)Nc2cccc([N+](=O)[O-])c2)cc1	101	-2	12	101	0	99
22	CCOc1ccccc1C(=O)NC1CC2CCCC(C1)N2Cc1ccccc1 (stereo not drawn)	101	0	15	103	1	101
23	O=C(Nc1ncccn1)c1cc(-c2cccc(Br)c2)nc2ccccc12	95	-3	11	96	-9	91
24	COc1ccc(Cl)cc1C(=O)NNC1CC(=O)N(Cc2ccc(Cl)cc2)C1=O (stereo not drawn)	102	-9	13	100	-28	102

cpd	Bim-Bcl-XL	Bfl-1 Bim block	Bcl-W Bim block	Bim-Bcl-B	Mcl-1 Bim block
13	-2	0	0	-4	-2
14	-2	-4	-4	-2	-7
15	0	-1	3	-1	2
16	-2	-4	5	0	2
17	-28	-1	4	1	-2
18	-12	-6	-5	-7	-8
19	-1	-13	0	-7	-3
20	-2	20	3	-28	-16
21	-2	0	-2	-4	-2
22	-3	-2	-5	-3	-2
23	-9	-5	-3	-5	-1
24	-5	-14	-2	-3	-3

Overlap with the part before: 4 entries, then new ones.
cpd	mol	RGS8-Gao reg	Bcl-2 Bim block	GSH fluor	RGS4-Gao reg	Mcl1-Bid inh	RGS7-Gao
21	CC(C)(C)c1ccc(C(=O)Nc2cccc([N+](=O)[O-])c2)cc1	101	-2	12	101	0	99
22	CCOc1ccccc1C(=O)NC1CC2CCCC(C1)N2Cc1ccccc1 (stereo not drawn)	101	0	15	103	1	101
23	O=C(Nc1ncccn1)c1cc(-c2cccc(Br)c2)nc2ccccc12	95	-3	11	96	-9	91
24	COc1ccc(Cl)cc1C(=O)NNC1CC(=O)N(Cc2ccc(Cl)cc2)C1=O (stereo not drawn)	102	-9	13	100	-28	102
25	CN1CC2=Cc3ccccc3OC23Oc2ccccc2C=C3C1	103	13	42	101	-57	101
26	O=C(/C=C/c1ccco1)Nc1ccc2c(c1)OCO2	88	0	25	86	-12	87
27	COc1cccc(-c2[nH]nc3c2C(c2ccoc2)C(C#N)=C(N)O3)c1 (stereo not drawn)	100	-2	54	96	-29	97
28	O=C(O)c1ccc(COc2c(F)c(F)c(F)c(F)c2F)o1	96	-10	22	101	17	103
29	O=C(NCCN1CCN(c2ccccc2)CC1)c1cccn2c(=O)c3ccccc3nc12	100	-9	16	105	-41	108
30	CN(CCC1CCCCO1)C(=O)CCc1nnc(CCCCc2ccccc2)o1 (stereo not drawn)	104	-1	13	102	-15	102
31	O=C(Cc1ccc([N+](=O)[O-])cc1)NCc1ccccc1Cl	99	-3	10	100	-5	104
32	CCO[C@H]1OC(C(=O)Nc2ccccc2)=C[C@@H](C2CC2)[C@@H]1CCCO	88	-3	20	81	-9	94
33	Cn1c(CN2CCCCC2)c(C#N)c2ccccc21	103	0	14	102	-1	104
34	CCNC(=O)c1cc2c(=O)n3cccc(C)c3nc2n(CCc2ccccc2)c1=N	98	4	8	93	5	93
35	O=C1OC(c2ccccc2)/C(=C(/O)c2ccccc2)C1=O (stereo not drawn)	97	-2	44	102	8	101
36	CC(C)CCn1c(SCCc2ccccc2)nc2c1c(=O)[nH]c(=O)n2C	100	0	17	103	34	111

cpd	Bim-Bcl-XL	Bfl-1 Bim block	Bcl-W Bim block	Bim-Bcl-B	Mcl-1 Bim block
21	-2	0	-2	-4	-2
22	-3	-2	-5	-3	-2
23	-9	-5	-3	-5	-1
24	-5	-14	-2	-3	-3
25	15	13	17	8	17
26	2	5	0	9	-11
27	-2	-5	-2	-2	1
28	-7	-12	-4	-6	-3
29	1	-11	3	4	3
30	0	-6	-3	-4	0
31	-5	-6	-1	-4	-3
32	0	0	-3	0	-4
33	-3	-1	-2	-3	0
34	17	4	12	10	11
35	1	-7	-1	-7	-2
36	-3	-5	0	-8	4

Further entries follow.
cpd	mol	RGS8-Gao reg	Bcl-2 Bim block	GSH fluor	RGS4-Gao reg	Mcl1-Bid inh	RGS7-Gao
37	COCCCn1c(SCC(=O)NC(C)C)nnc1-c1ccccc1	100	2	13	102	0	99
38	O=C(Nc1cccc2nsnc12)c1ccc(-c2cccc(Cl)c2)o1	99	2	15	102	-19	101
39	COc1cc(C)c(S(=O)(=O)NC2CC(C)(C)NC(C)(C)C2)cc1C	79	-17	33	99	-4	81
40	CCOc1ccc(CN(C)C(C)C(=O)Nc2ccc([N+](=O)[O-])cc2Cl)cc1OC (stereo not drawn)	104	-7	15	104	-34	101
41	O=C(COC(=O)Cc1cccs1)Nc1ccccc1	109	-4	25	108	-3	104
42	CCCCCOc1ccc(N2C(=O)CC(N(O)c3ccccc3)C2=O)cc1 (stereo not drawn)	101	-3	21	102	-39	102
43	COc1cccc(-c2nn(C)c3sc(C(=O)N4CCOCC4)cc23)c1	105	-9	24	101	-12	100
44	O=C(c1ccc(Cl)s1)N1CCOCC1	99	-10	26	100	-7	96
45	O=C(c1cc2ccccc2oc1=O)N(Cc1ccco1)C1CCS(=O)(=O)C1 (stereo not drawn)	82	1	5	85	-58	87
46	Cn1c(C(=O)O)c(CC(=O)N2CCC(Cc3ccccc3)CC2)c2ccccc21	102	0	25	100	5	99
47	O=C1CC(c2ccco2)CC(O)=C1C=Nc1cc(Cl)cc(Cl)c1 (stereo not drawn)	101	-2	17	96	4	98
48	c1ccc(-c2nnc(SCc3nc4ccccc4[nH]3)n2Cc2ccco2)nc1	99	4	23	100	-44	102

cpd	Bim-Bcl-XL	Bfl-1 Bim block	Bcl-W Bim block	Bim-Bcl-B	Mcl-1 Bim block
37	0	0	-2	-1	0
38	-1	15	1	-7	1
39	-6	-19	0	-8	-4
40	3	-5	3	9	-2
41	-7	-3	-5	-5	-6
42	-2	0	-3	-4	-3
43	0	-9	4	-5	3
44	-3	-14	0	-7	-2
45	1	2	8	-2	-1
46	-2	-3	0	-3	-2
47	-4	-3	1	-5	0
48	1	2	0	-3	-3

Next section:
cpd	mol	RGS8-Gao reg	Bcl-2 Bim block	GSH fluor	RGS4-Gao reg	Mcl1-Bid inh	RGS7-Gao
49	Cc1oc2c(c1C(=O)NCc1cc(C(=O)O)co1)CCCC2	101	1	36	100	-2	100
50	O=C(c1nc2ccccc2s1)N1CCN(c2ccccn2)CC1	103	-9	35	100	-9	99
51	CCn1c(SCc2ccc(F)cc2)nc2c(c1=O)SCC2	106	-1	11	106	-28	104
52	CC(C)(C)C1CCC(=NNC(=O)C(=O)NC2CCCCC2)CC1 (stereo not drawn)	107	-7	9	107	-7	109

cpd	Bim-Bcl-XL	Bfl-1 Bim block	Bcl-W Bim block	Bim-Bcl-B	Mcl-1 Bim block
49	-4	0	1	2	1
50	-13	-12	1	-7	0
51	-3	0	-4	0	0
52	-8	-12	-6	-9	-5

Another view of part of the listing above:
The line under a structure holds: RGS8-Gao reg | Bcl-2 Bim block | GSH fluor | RGS4-Gao reg | Mcl1-Bid inh | RGS7-Gao | Bim-Bcl-XL | Bfl-1 Bim block | Bcl-W Bim block | Bim-Bcl-B | Mcl-1 Bim block
50	O=C(c1nc2ccccc2s1)N1CCN(c2ccccn2)CC1
    103 | -9 | 35 | 100 | -9 | 99 | -13 | -12 | 1 | -7 | 0
51	CCn1c(SCc2ccc(F)cc2)nc2c(c1=O)SCC2
    106 | -1 | 11 | 106 | -28 | 104 | -3 | 0 | -4 | 0 | 0
49	Cc1oc2c(c1C(=O)NCc1cc(C(=O)O)co1)CCCC2
    101 | 1 | 36 | 100 | -2 | 100 | -4 | 0 | 1 | 2 | 1
52	CC(C)(C)C1CCC(=NNC(=O)C(=O)NC2CCCCC2)CC1 (stereo not drawn)
    107 | -7 | 9 | 107 | -7 | 109 | -8 | -12 | -6 | -9 | -5

Two compounds from above, showing only RGS4-Gao reg and Mcl-1 Bim block:
no.	compound	RGS4-Gao reg	Mcl-1 Bim block
49	Cc1oc2c(c1C(=O)NCc1cc(C(=O)O)co1)CCCC2	100	1
50	O=C(c1nc2ccccc2s1)N1CCN(c2ccccn2)CC1	100	0

Compound activity as filed in PubChem.
